CHRM1 antagonist – human M1 muscarinic receptor antagonists, primary screen, CHO-K1 cells, Fluo-8 calcium fluorescence, 1536-well. Muscarinic acetylcholine receptor M1 (Homo sapiens), P11229. CHO-K1 hM1, ACh EC80 antagonist. inhibition, % at 3 µM. 1.3% of 360,000 active;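 active = percent inhibition above its own plate's cutoff, namely the mean of that plate's compound wells plus 3 SD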;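 note: peak over basal fluorescence ratio during 140 s after agonist addition; 0% = ACh EC80 plus DMSO and 100% = DMSO alone without agonist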
M4 antag – human M4 muscarinic receptor antagonists, primary screen, CHO cells, Fluo-8 calcium fluorescence; Muscarinic acetylcholine receptor M4 (Homo sapiens), P08173; CHO-hM4 cells, ACh EC80; inhibition, % at 3 µM; 0.73% of 360,000 active; AID 624125, 2012;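 active = inhibition above its plate's cutoff, the mean inhibition of sample wells plus 3 SD, cut at about 27% in these data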;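 note: 0% = acetylcholine EC80 with DMSO and 100% = DMSO without agonist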
Target sequence (P08173 whole entry, looked up): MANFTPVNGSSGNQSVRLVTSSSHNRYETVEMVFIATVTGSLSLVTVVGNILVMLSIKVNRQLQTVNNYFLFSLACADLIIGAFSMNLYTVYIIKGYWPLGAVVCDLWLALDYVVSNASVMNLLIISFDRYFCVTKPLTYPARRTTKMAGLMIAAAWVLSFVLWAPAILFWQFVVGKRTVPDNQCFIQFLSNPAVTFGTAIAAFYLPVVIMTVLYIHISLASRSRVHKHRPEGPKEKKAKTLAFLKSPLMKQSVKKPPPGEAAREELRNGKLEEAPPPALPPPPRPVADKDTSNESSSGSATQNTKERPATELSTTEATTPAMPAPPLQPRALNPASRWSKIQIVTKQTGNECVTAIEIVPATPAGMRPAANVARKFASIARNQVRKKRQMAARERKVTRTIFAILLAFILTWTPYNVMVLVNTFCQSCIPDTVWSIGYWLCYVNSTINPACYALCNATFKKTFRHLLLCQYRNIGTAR
TAAR1 agonist – human TAAR1 agonists, primary screen, Fluo-8 calcium fluorescence, CHO RD-HGA16 cells; Trace amine-associated receptor 1 (Homo sapiens), Q96RJ0; vehicle wells 0%, saturating PEA agonist 100%; activation, % at 3 µM; 0.99% of 360,000 active; AID 624467, 2012;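 active = activation above the mean activation of all test compounds in the run plus 3 SD, cut at about 38% in these data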
Target sequence (Q96RJ0 whole entry, looked up): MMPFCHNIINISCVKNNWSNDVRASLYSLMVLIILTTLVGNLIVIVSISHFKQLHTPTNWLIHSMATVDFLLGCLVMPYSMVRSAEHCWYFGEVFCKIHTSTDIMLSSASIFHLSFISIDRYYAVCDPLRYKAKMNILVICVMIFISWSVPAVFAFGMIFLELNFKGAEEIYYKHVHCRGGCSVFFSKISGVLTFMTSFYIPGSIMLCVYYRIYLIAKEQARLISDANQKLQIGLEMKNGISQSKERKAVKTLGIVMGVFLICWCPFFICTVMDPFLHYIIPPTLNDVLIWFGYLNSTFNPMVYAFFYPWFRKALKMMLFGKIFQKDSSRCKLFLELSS
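Assay system: CHO-derived RD-HGA16 cells with stable Gα16 and human TAAR1; timing: 17-24 h seeding, 75 min 37 °C dye, 30 min RT; read-out: % activation from peak over basal fluorescence ratio, DMSO-to-PEA scaled; measured by: kinetic Fluo-8 calcium fluorescence; benchmarks: low control DMSO, high control PEA (EC100); doses: 3 µM single concentration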
M5 ag – human M5 muscarinic receptor agonists, primary screen, CHO-K1 cells, Fluo-8 calcium fluorescence | Muscarinic acetylcholine receptor M5 (Homo sapiens), P08912 | CHO-K1 hM5 cells; 0% DMSO wells, 100% maximal acetylcholine response | activation, % at 3 µM | 0.19% of 360,000 active;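 active = activation above the run's mean over test compounds plus 3 SD, cut at about 23% in these data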;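 note: signal is peak over basal fluorescence ratio across the kinetic read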
CHRM1 PAM – human M1 muscarinic receptor positive allosteric modulators, primary screen, CHO-K1 cells, Fluo-8 calcium fluorescence, 1536-well | activation, % at 3 µM | 0.088% of 360,000 active | Muscarinic acetylcholine receptor M1 (Homo sapiens), P11229 | CHO-K1 hM1, ACh EC20; 0% = ACh EC20, 100% = maximal ACh; in the data active = activation above about 19%, passing the limit was not always enough
CHRM4 agonist – human M4 muscarinic receptor agonists, primary screen, CHO-K1 cells, Fluo-8 calcium fluorescence; 0.14% of 360,000 active; CHO-K1 hM4/Gqi5; vehicle 0%, full acetylcholine response 100%; activation, % at 3 µM; AID 624127, 2012;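 active = activation above the run mean over all test wells plus 3 SD, cut at about 32% in these data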;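 note: peak over basal fluorescence ratio per well then scaled between controls; 0% = DMSO wells and 100% = acetylcholine at EC100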
M1 ag – human M1 muscarinic receptor agonists, primary screen, Fluo-8 calcium fluorescence, CHO-K1 cells, HTS; CHO-K1 hM1, agonist mode; 0% DMSO, 100% acetylcholine EC100; AID 588814, 2011; activation, % at 3 µM; 0.33% of 360,000 active;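 active = activation above the run's mean compound activation plus 3 SD, cut at about 16% in these data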;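 note: peak over basal fluorescence ratio within a 140 s kinetic read after compound addition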
M5 PAM – human M5 muscarinic receptor positive allosteric modulators, primary screen, CHO-K1 cells, Fluo-8 calcium fluorescence; Muscarinic acetylcholine receptor M5 (Homo sapiens), P08912; CHO-K1 hM5, ACh EC20 PAM; 0% = ACh EC20, 100% = ACh EC100; activation, % at 3 µM; 0.3% of 360,000 active; AID 624038, 2012;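 active = activation above the run cutoff, the mean activation of all test compounds plus 3 SD, cut at about 18% in these data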
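Probe or stimulus: acetylcholine, EC20 level; Assay system: human M5 receptor in CHO-K1 cells; Schedule: compound preincubation 140 s before EC20 acetylcholine addition; Technique: intracellular calcium via Fluo-8 fluorescence; Dosing: single-point, 3 µM nominal; Read-out basis: percent activation from peak-over-basal fluorescence ratio, scaled EC20-to-EC100 acetylcholine; Repeats: one well per compound, no replicates.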
M5 antag – human M5 muscarinic receptor antagonists, primary screen, CHO cells, Fluo-8 calcium fluorescence; Muscarinic acetylcholine receptor M5 (Homo sapiens), P08912; CHO-hM5 cells, ACh EC80; inhibition, % at 3 µM; 0.59% of 360,000 active; AID 624040, 2012;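 active = inhibition above a per-plate cutoff, the mean of that plate's test compounds plus 3 SD, cut at about 27% in these data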;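 note: 0% = acetylcholine EC80 with DMSO and 100% = DMSO without agonist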
An asterisk follows results filed as active; . = no result given. This is a subset; the hit share may differ from the screen's.

SMILES	CHRM1 antagonist	M4 antag	TAAR1 agonist	M5 ag	CHRM1 PAM	CHRM4 agonist	M1 ag	M5 PAM	M5 antag
COC(=O)c1ccc2ccccc2n1	1	-2	.	2	-2	1	-2	-1	7
O=C(CN1CCOCC1)Nc1cc([N+](=O)[O-])ccc1Cl	6	3	10	2	-2	4	-3	5	3
CC(=O)OC/C=C(\C)CCC=C(C)C	19	-2	0	2	-11	0	-1	-1	1
Cc1c(N2C(=O)C(=O)/C(=C(/O)c3ccc(Br)cc3)C2c2cccnc2)c(=O)n(-c2ccccc2)n1C (centres undefined)	-9	6	4	0	15	0	-6	10	-19
CC1(C(=O)NS(=O)(=O)c2cccc(OC(F)F)c2)CCN1C(=O)CC(c1ccccc1)c1ccccc1 (centres undefined)	-10	-1	0	0	3	1	-1	6	-11
COc1ccc(S(=O)(=O)Cc2ccc(C(=O)NC3CCCCCC3)o2)cc1	-11	0	0	0	10	4	-1	-3	0
COC(=O)c1ccc(OC(=O)c2nn(C)cc2Cl)c(OC)c1	-13	2	13	-3	11	1	3	0	-2
O=C(NC(=S)NCCc1ccccc1)c1cccc(Cl)c1	-7	8	2	-4	2	-1	-5	4	-4
CN(C)CCNC(=O)c1ccc(Sc2ccc(Br)cc2)c([N+](=O)[O-])c1	2	9	32	-3	-6	7	-7	0	1
C[C@H](CO)N1C[C@H](C)[C@@H](CN(C)C(=O)Nc2ccc3c(c2)OCO3)Oc2c(NC(=O)C3CC3)cccc2C1=O	-2	-5	1	2	5	1	-1	-3	-3
O=C(c1ccc(CS(=O)(=O)c2ccccc2)o1)N1CCN(c2ncccn2)CC1	-16	-13	6	2	6	6	-3	-5	-5
CCN(CC(=O)Nc1ccc(NC(C)=O)cc1)C(=O)c1ccc(N(C)S(=O)(=O)c2ccc(C)cc2)cc1	5	1	-4	-2	3	1	-8	1	10
CC1(OC(=O)C2CCCC2)C(=O)C=C2C=C3CCCCN3C=C2C1=O (centres undefined)	-7	-4	.	4	8	1	-2	-4	4
Cc1ccc(C(=O)NNC(=O)CCCN2C(=O)/C(=C/c3ccccc3Cl)SC2=S)cc1	-14	-3	1	-1	13	0	-5	-6	9
CC1=C(C(=O)N(C)C)CC(CC(=O)NCC2CCCCC2)C(=O)N1CCC1=CCCCC1 (centres undefined)	-10	-6	0	-1	-2	11	-8	-7	18
COc1ccccc1NC(=O)COc1ccc(/C=N/NC(=O)CSCc2cc(C)cc(C)c2)cc1	-3	6	3	-1	-2	0	-4	-6	12
Cc1ccc(CCN2CC(C(=O)NCCCN3CCN(C)CC3)CC2=O)cc1 (centres undefined)	-1	-7	3	0	1	1	-6	0	-3
CCCCCC(=O)NC(NC(=S)NC1CCS(=O)(=O)C1)C(Cl)(Cl)Cl (centres undefined)	4	-3	2	-1	-4	0	-4	2	-3
COc1ccccc1NS(=O)(=O)c1cccc(NC(=O)CCNC(=O)c2ccccc2OC)c1	1	14	10	2	-4	16	-1	-11	9
CCOc1ccc(C(=O)NCC(=O)OCc2csc(-c3ccccc3)n2)cc1	-9	-8	-3	-3	8	1	-11	0	0
CC(O)(CS(=O)(=O)Cc1ccccc1)c1ccccc1Cl (centres undefined)	8	-9	-1	-5	-2	0	-4	-1	5
COc1ccc(C(CC(=O)N2CCCC2)c2c(O)cc(OC)cc2OC)cc1 (centres undefined)	-9	0	11	0	7	0	-2	3	-2
O=C(O)CSCC(=O)NCc1ccc(Cl)cc1	-3	-14	0	0	7	2	-3	-1	5
CC(=O)Nc1cccc(-c2ccnc3c2CC(C)(C(=O)Nc2cccc(C(F)(F)F)c2)O3)c1 (centres undefined)	6	-1	8	3	-4	11	-1	-6	9
Cc1cc(C)c2cc(CN(Cc3ccco3)C(=O)NCc3ccccc3)c(=O)[nH]c2c1	-7	0	13	-6	2	-2	-5	-5	2
SMILES	CHRM1 antagonist	M4 antag	TAAR1 agonist	M5 ag	CHRM1 PAM	CHRM4 agonist	M1 ag	M5 PAM	M5 antag
COc1cccc(OC)c1Nc1nc(C)nc2c1nnn2Cc1ccccc1Cl	-8	0	-1	-2	6	1	-4	-2	3
O=C(/C=C/c1ccco1)NC(=S)Nc1ccccc1N1CCCC1	3	-9	0	-2	-3	-1	-4	-1	-16
Cn1c(SCc2n[nH]c(=S)o2)nnc1-c1ccccc1	0	2	4	0	3	1	-5	2	-5
COc1ccc(NC(=O)C2CCC(CNc3c(N4CCCCC4)c(=O)c3=O)CC2)c(OC)c1 (centres undefined)	-9	-6	-2	-2	16	-1	-3	6	5
CN1C(=O)C(=O)/C(=C(/O)c2ccccc2)C1c1ccc([N+](=O)[O-])cc1 (centres undefined)	-17	-7	9	1	6	0	-2	-3	7
CNc1ccccc1-c1nc2ccccc2n(C)c1=O	-11	1	-2	-2	2	0	-4	7	-6
CCOc1ccc(CCNC(=O)Cc2ccc(NC(=O)C3=C(C)OCCS3)cc2)cc1	1	-1	-1	0	-1	3	-3	1	6
COc1ccc(/C=C/CN2CCC(C(=O)NC(c3ccc(F)cc3)c3ccc4ccccc4n3)CC2)cc1 (centres undefined)	11	5	47*	-2	-13	17	-7	-11	8
Nc1c(S(=O)(=O)c2cccs2)c2nc3ccccc3nc2n1CC1CCCO1 (centres undefined)	-1	9	.	-1	0	0	-6	-7	4
Cc1cc(=O)[nH]c2c(C)cc(S(=O)(=O)N3CCOCC3)cc12	-14	-22	1	1	1	2	-2	0	-12
CCOc1ncccc1C(=O)OCC(=O)NCc1ccc2c(c1)OCO2	-17	-1	7	2	14	2	-3	1	11
CC(C)(C)OC(=O)N[C@@H](Cc1ccccc1)C(=O)N1CCC(C(=O)NCC(=O)O)CC1	0	4	1	0	3	0	-2	-6	16
Cc1ccc(S(=O)(=O)N2CCCCC2)cc1NC(=O)COC(=O)C1CC2C=CC1C2 (centres undefined)	-1	12	4	4	6	4	-3	-5	3
COc1cc(CNn2nnnc2N)cc(Br)c1OCc1c(Cl)cccc1Cl	-1	-3	19	0	1	15	1	-6	6
Cc1ccc(C(=O)N/C(=C\c2ccco2)C(=O)N2CCSCC2)cc1C	-14	-4	2	-2	15	1	-5	0	3
c1ccc2c(OCCCCN3CCOCC3)cccc2c1	-10	8	2	-19	7	3	-8	-6	0
CCCOc1ccc(C(C)=O)cc1Cc1c(O)nc(SC)[nH]c1=O	-14	-3	3	-4	6	0	-2	2	11
CC1(C(=O)Nc2cccnc2)Cc2c(-c3cccc(C(F)(F)F)c3)ccnc2O1 (centres undefined)	-9	0	4	1	9	1	0	-4	5
Cc1ccc(S(=O)(=O)CC(=O)N2CCOCC2)cc1	-10	0	1	1	8	1	-3	6	2
CCC(C(=O)N1CCN(C(=O)c2ccco2)CC1)n1sc2ccccc2c1=O (centres undefined)	-7	-8	0	-5	6	1	-3	1	-1
COC(=O)NCC(c1ccc2c(c1)OCO2)N1CCN(c2ccc(OC)cc2)CC1 (centres undefined)	-9	-8	8	-3	2	0	-2	0	8
CSc1ncc(CN2CCN(C3CCN(C(C)C)CC3)C(CCO)C2)cn1 (centres undefined)	3	-3	2	-6	-3	0	-9	-1	9
Cc1cc(CNC(=O)COc2ccc(F)cc2F)c2ccccc2n1	0	-4	4	6	2	10	0	-7	14
CC(=O)Nc1ccc(C(=O)NCC(=O)OCc2c(F)cccc2Cl)cc1	-4	-5	18	7	9	2	2	-3	-7
COc1ccc(/C=C/C(=O)OCC(=O)c2cc(C)ccc2C)cc1	-11	-6	1	0	2	1	-5	-1	3
O=S(=O)(NCc1ccccc1F)c1cccc(S(=O)(=O)N2CCOCC2)c1	-2	3	5	-3	9	1	-5	-5	-4
CCN(CC)CCNc1c(C)cc(CO)c(Cl)c1C	-17	-7	2	-2	12	0	-7	-3	6
O=C(Nc1ccccc1N1CCOCC1)c1ccccc1NS(=O)(=O)c1ccc(F)cc1	8	-5	9	1	-5	4	0	-14	6

In a second layout: entries from further up.
mol,CHRM1 antagonist,M4 antag,TAAR1 agonist,M5 ag,CHRM1 PAM,CHRM4 agonist,M1 ag,M5 PAM,M5 antag
CNc1ccccc1-c1nc2ccccc2n(C)c1=O,-11,1,-2,-2,2,0,-4,7,-6
CCOc1ccc(CCNC(=O)Cc2ccc(NC(=O)C3=C(C)OCCS3)cc2)cc1,1,-1,-1,0,-1,3,-3,1,6
COc1ccc(/C=C/CN2CCC(C(=O)NC(c3ccc(F)cc3)c3ccc4ccccc4n3)CC2)cc1 (centres undefined),11,5,47*,-2,-13,17,-7,-11,8
Nc1c(S(=O)(=O)c2cccs2)c2nc3ccccc3nc2n1CC1CCCO1 (centres undefined),-1,9,.,-1,0,0,-6,-7,4
Cc1cc(=O)[nH]c2c(C)cc(S(=O)(=O)N3CCOCC3)cc12,-14,-22,1,1,1,2,-2,0,-12
CCOc1ncccc1C(=O)OCC(=O)NCc1ccc2c(c1)OCO2,-17,-1,7,2,14,2,-3,1,11
CC(C)(C)OC(=O)N[C@@H](Cc1ccccc1)C(=O)N1CCC(C(=O)NCC(=O)O)CC1,0,4,1,0,3,0,-2,-6,16
